Source: PubChem (several laboratories)
CYP2C9 inh – human CYP2C9 inhibition; CYP2C9 Supersomes, luciferin-H conversion, luminescence; hit rate 20% among 96,000; inhibition, % at 5 µM; P11712; AID 777;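 active means blocking of liver enzyme CYP2C9 beyond about 50% at 5 µM, limit read from the data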; further: values of inactives mirror those of a sister screen read the other way
LYP inh 2 – inhibitors of human LYP (PTPN22) phosphatase; Q9Y2R2; inhibition, % at 2 µM; hit rate 0.21% among 96,000; recombinant LYP catalytic domain, DiFMUP fluorescence; AID 640;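 active means inhibition at 2 µM at or above a set limit, the screen mean plus 3 SD, cut at about 24% in these data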;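 further: 0% = DMSO with enzyme and 100% = enzyme fully blocked by orthovanadate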
LYP act – increases human PTPN22 phosphatase activity; recombinant LYP, DiFMUP fluorescence; 0 = plate median, 100 = signal doubled; activation, % at 2 µM; hit rate 0.11% among 96,000;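 active means activation at 2 µM above a set limit, the mean plus 5 SD, cut at about 37% in these data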
Candida biofilm – kills Candida albicans biofilms. AID 834. C. albicans biofilm + clotrimazole, Alamar Blue. hit rate 0.14% among 85,000. inhibition, % at 6 µM;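 active means inhibition above 20%; inactive means inhibition below 20%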;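 further: preformed 24 hr biofilms exposed to compound for 48 hr; 0% = biofilm without compound and 100% = blank killed by clotrimazole plus chlorhexidine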
EphB4 ephrin blk – antagonists of human EphB4-ephrin-B2 interaction. AID 720. EphB4 LBD / TNYL-RAW-Alexa532 peptide, fluorescence polarization. inhibition, % at 7 µM. hit rate 0.15% among 97,000;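 active means inhibition above the screen-wide mean inhibition plus 3 SD, cut at about 15% in these data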;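 further: 0% = DMSO wells and 100% = excess unlabeled TNYL-RAW peptide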
Target sequence (P54760 whole entry, looked up, the tested form may be a part): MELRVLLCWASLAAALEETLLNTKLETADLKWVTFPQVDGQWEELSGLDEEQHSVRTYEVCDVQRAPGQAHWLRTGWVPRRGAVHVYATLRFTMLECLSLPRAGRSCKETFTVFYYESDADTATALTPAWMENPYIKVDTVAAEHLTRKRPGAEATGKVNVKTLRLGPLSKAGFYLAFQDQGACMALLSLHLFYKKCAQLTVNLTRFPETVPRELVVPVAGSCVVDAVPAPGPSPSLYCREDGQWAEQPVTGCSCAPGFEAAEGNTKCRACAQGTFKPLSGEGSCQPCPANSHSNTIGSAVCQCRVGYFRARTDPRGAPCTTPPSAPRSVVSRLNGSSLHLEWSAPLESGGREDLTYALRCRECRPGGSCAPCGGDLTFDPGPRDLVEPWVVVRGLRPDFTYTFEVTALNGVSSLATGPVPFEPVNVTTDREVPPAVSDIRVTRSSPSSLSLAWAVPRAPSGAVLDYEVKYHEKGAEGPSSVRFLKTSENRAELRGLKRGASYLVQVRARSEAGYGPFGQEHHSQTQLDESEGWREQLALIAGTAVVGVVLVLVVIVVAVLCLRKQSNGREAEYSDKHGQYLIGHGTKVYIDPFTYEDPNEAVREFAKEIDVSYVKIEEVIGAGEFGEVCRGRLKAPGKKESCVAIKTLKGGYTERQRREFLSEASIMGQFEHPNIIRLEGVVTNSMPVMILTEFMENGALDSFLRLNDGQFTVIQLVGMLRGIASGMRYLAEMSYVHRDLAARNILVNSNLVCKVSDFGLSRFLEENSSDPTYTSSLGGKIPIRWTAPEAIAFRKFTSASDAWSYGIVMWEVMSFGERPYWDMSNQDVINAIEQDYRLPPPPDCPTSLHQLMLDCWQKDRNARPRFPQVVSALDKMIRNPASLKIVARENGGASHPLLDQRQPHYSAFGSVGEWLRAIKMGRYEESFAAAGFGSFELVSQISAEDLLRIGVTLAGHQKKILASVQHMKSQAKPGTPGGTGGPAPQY
CYP2C9 act – CYP2C9 (human) activation. P11712. recombinant CYP2C9, luciferin-H conversion, luminescence; active compounds read high; factor 1 = untreated enzyme, 0 = blocked. activation factor at 5 µM. hit rate 1.4% among 96,000;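 active means activation factor of 2 or more for CYP2C9 at a 5 µM dose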;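 further: 0 = sulfaphenazole-blocked wells and 1 = vehicle-only wells; values of inactives mirror those of a sister screen read the other way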
PLK1 inh – PLK1 (human) kinase inhibition. AID 619. inhibition, % at 10 µM. P53350. hit rate 0.53% among 97,000. recombinant PLK1 kinase, TR-FRET peptide phosphorylation;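 active means inhibition of 50% or more in the single-concentration screen; inactive means inhibition below 50%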;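 further: 0% = DMSO max control and 100% = H-89 dihydrochloride min control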
HIV Rev-RRE inh – inhibitors of HIV-1 Rev-RRE RNA interaction; AID 704; hit rate 0.79% among 97,000; P05866; inhibition, % at 8 µM; Rev peptide-RRE RNA binding, FRET;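 active means inhibition above the screen-wide mean plus 3 SD, cut at about 35% in these data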;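 further: 0% = median DMSO wells and 100% = median Neomycin B control wells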
Target sequence (P05866 whole entry, looked up): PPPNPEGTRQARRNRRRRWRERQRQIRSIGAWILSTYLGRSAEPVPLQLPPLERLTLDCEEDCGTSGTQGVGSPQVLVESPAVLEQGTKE
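System: Cy5-labelled duplex RRE RNA binding fluorescein-labelled HIV Rev peptide; Signal: fluorescein-to-Cy5 FRET, 480 nm excitation; Also added: labelled Rev peptide; Compound: one concentration, 8 µM nominal; Buffer or medium: HEPES pH 7.5 salt buffer with EDTA; Read-out: % inhibition of FRET ratio versus controls; Schedule: 5 min preincubation and 15 min binding, 25 °C.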
PLK1 PBD inh – Plk1 (human) PBD binding inhibition; Plk1 PBD phosphopeptide binding, fluorescence polarization; inhibition, %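 (tested at about 20 µM)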; hit rate 0.13% among 97,000; AID 693; in the data active means inhibition above about 34%, passing the limit was not always enough
* = called active by the depositor; x = not tested or not shown.

Below each compound: CYP2C9 inh	LYP inh 2	LYP act	Candida biofilm	EphB4 ephrin blk	CYP2C9 act	PLK1 inh	HIV Rev-RRE inh	PLK1 PBD inh
1. CCN1C=C(Cc2ccccc2C)C2=C(C1)C(c1ccccc1C)C(C#N)=C(N)O2 (stereo not drawn)
→ 99*	13	-13	x	-2	0	-11	14	-25
2. O=C(Nc1ccc2c(c1)OCO2)c1cccc(Cl)c1
→ 22	-7	6	4	-8	0.8	-2	3	-23
3. Cc1ccc(CC(=O)Nc2ccccc2N2CCOCC2)cc1C
→ 83*	12	-12	2	2	0.2	0	19	-12
4. Nc1nc(Nc2ccc(Cl)cc2Cl)nc(C(F)(F)F)n1
→ 18	-4	3	5	6	0.8	-10	9	10
5. Cc1c(Cc2ccccc2)c(=O)oc2cc(OC(=O)c3ccccc3)ccc12
→ 40	5	0	x	-1	0.6	-13	8	-4
6. CCCNC(=O)C(C)n1c2ccccc2c2nc(=O)cc(C)n21 (stereo not drawn)
→ 6	4	-6	x	-3	0.9	-2	3	-3
7. O=C(NCCC1=CCCCC1)c1ccc2c(=O)n3c(nc2c1)CCCCC3
→ 94*	-3	2	1	x	0.1	-13	x	-5
8. Cc1cc(NC(=O)C2CCCN(S(=O)(=O)c3c(C)noc3C)C2)no1 (stereo not drawn)
→ 23	-6	2	8	-4	0.8	-10	7	37
9. COCCCNC(=O)CCc1ccc(S(=O)(=O)Nc2ccc(C)cc2)cc1
→ 47	-1	1	6	-5	0.5	-5	-1	-11
10. COc1ccccc1N1CCN(Cc2ccc(O)c3ncccc23)CC1
→ 5	13	-12	x	7	1	21	5	-23
11. Cc1nc(NC(=O)CN2CCOCC2)sc1-c1ccccc1
→ 0	5	-5	4	-3	1	-9	1	-26
12. C=CCn1c(Cc2ccc(OC)cc2)nnc1SCc1nc2ccccc2c(=O)[nH]1
→ 13	-5	3	9	-4	0.9	-4	2	18
13. O=C1NC(c2ccccc2)=C(c2nc3ccccc3s2)C(c2ccc(O)cc2)N1 (stereo not drawn)
→ 39	4	-7	x	5	0.6	-6	9	-7
14. CC(C)n1cnc2cc(NCc3ccco3)ccc21
→ 18	6	-3	-6	3	0.8	-13	-3	14
15. O=C(Nc1ccc(S(=O)(=O)Nc2nccs2)cc1)c1cc(-c2ccccc2Cl)nc2ccccc12
→ 52*	7	-4	x	-3	0.5	-18	-8	-16
16. CCN(CC)S(=O)(=O)c1cccc(C(=O)N[C@H](C(=O)OCC(=O)Nc2ccccc2)C(C)C)c1
→ 99*	0	2	8	2	0	-44	12	4
17. CCCCOc1ccc(C(=O)N2CCC(C)CC2)cc1
→ 54*	1	-2	6	7	0.5	-7	2	6
18. COc1cc(OC)cc(-c2nnc(SCc3cccc(C(=O)O)c3)o2)c1
→ 32	7	-5	5	0	0.7	-2	-2	-8
19. COc1ncnc2c1N[C@@](C)(O)c1c(F)c(F)c(F)c(F)c1S2
→ 29	8	-6	4	-2	0.7	-6	5	-9
20. CC(=O)NC(CC(=O)Nc1cccc(S(=O)(=O)N2CCCCC2)c1)c1ccccc1 (stereo not drawn)
→ 38	-2	2	-5	-3	0.6	-2	1	14
21. O=c1c2ccccc2nc2n1C1(CCCCC1)Cc1ccccc1-2
→ 88*	8	-6	-1	6	0.1	-11	13	-14
22. Cn1nnnc1SCC(=O)Nc1ccc(Cl)cc1Cl
→ 9	1	-4	5	-2	0.9	-10	6	-8
23. Cc1cc(NC(=O)Cn2nc(-c3ccccc3F)ccc2=O)ccc1-n1cnnn1
→ 17	7	-9	1	6	0.8	-1	9	12
24. COc1ccc2c(=O)c(-c3ccccc3C)c(C)oc2c1
→ 15	3	1	0	1	0.8	-17	12	9
25. O=c1oc2ccccc2c(N2CCCCC2)c1CN1CCCC1
→ x	7	-7	3	-2	x	-8	2	13
26. Cc1cc(NC(=O)CCN2C(=O)C3C4CCC(C4)C3C2=O)c(C)cc1Br (stereo not drawn)
→ -15	2	1	x	-1	1.2	2	-1	-1
27. Cc1noc(C)c1COC(=O)C1CC(O)CN1S(=O)(=O)c1ccc(Cl)cc1 (stereo not drawn)
→ 26	-4	3	6	0	0.7	-5	11	25
28. COc1ccc2c(c1OC)C(=O)N(c1cccc(C)c1)C2=O
→ -211	-5	5	x	1	3.1*	-1	4	-3
29. Cc1nc2nc(Cc3ccccc3)nn2c(C)c1Cl
→ -10	-10	7	-5	-2	1.1	-14	2	-12
30. CC(=O)c1sc(NC(=O)CN2C(=O)CCC2=O)nc1C
→ x	1	-1	4	-5	x	-19	6	25

Entries above that contain an aryl thioether with sulfur outside any ring, in the order listed:
Below each compound: CYP2C9 inh	LYP inh 2	LYP act	Candida biofilm	EphB4 ephrin blk	CYP2C9 act	PLK1 inh	HIV Rev-RRE inh	PLK1 PBD inh
12. C=CCn1c(Cc2ccc(OC)cc2)nnc1SCc1nc2ccccc2c(=O)[nH]1
→ 13	-5	3	9	-4	0.9	-4	2	18
18. COc1cc(OC)cc(-c2nnc(SCc3cccc(C(=O)O)c3)o2)c1
→ 32	7	-5	5	0	0.7	-2	-2	-8
22. Cn1nnnc1SCC(=O)Nc1ccc(Cl)cc1Cl
→ 9	1	-4	5	-2	0.9	-10	6	-8

(cont.)
Below each compound: CYP2C9 inh	LYP inh 2	LYP act	Candida biofilm	EphB4 ephrin blk	CYP2C9 act	PLK1 inh	HIV Rev-RRE inh	PLK1 PBD inh
31. COC(=O)c1ccc(NC(=O)CSc2nnc(COc3c(C)cccc3C)o2)cc1
→ 42	-5	7	5	-2	0.6	1	-1	-12
32. Cc1nnc(SCC(=O)NCCc2ccccc2)[nH]c1=O
→ x	-11	6	9	-3	x	-3	11	-14
33. Cc1ccc(OCCn2ccc(=O)[nH]c2=O)cc1C
→ -3	-2	3	-4	2	1	-4	7	-4
34. CCOC(=O)c1c(C)nc2sc3c(=O)n(-c4ccc(C(C)=O)cc4)nnc3c2c1-c1ccc(OC)cc1
→ 48	16	-13	x	4	0.5	3	-6	-17
35. CCc1ccc(C(=O)COC(=O)c2cnccn2)cc1
→ -22	4	-2	7	3	1.2	0	4	17
36. C=C(Cl)COc1cc(C)cc2oc(=O)cc(CC)c12
→ 52*	-3	5	3	6	0.5	-12	14	-16
37. CC(C)OC(=O)CSc1nc2cc3c(cc2cc1C#N)OCO3
→ x	-6	7	3	1	x	-8	4	-5
38. Cc1cc2c(c(=O)n1CCCn1ccnc1)C(c1ccco1)C(C#N)=C(N)O2 (stereo not drawn)
→ 100*	-12	10	5	-1	0	-8	-1	-5
39. CCN(CC)CCCNC(=O)c1cc(-c2ccc(Cl)c(Cl)c2)on1
→ 6	4	-6	x	1	0.9	-7	3	-2
40. O=C(Cc1ccccc1)N1CCc2ccccc21
→ 26	-8	11	6	-4	0.7	3	3	15
41. c1ccc(-n2nnnc2Oc2cccc3cccnc23)cc1
→ -166	0	-4	0	4	2.7*	-4	8	-13
42. O=C(Oc1cccc(/C=N/Nc2nc(N3CCOCC3)nc(N3CCOCC3)n2)c1)c1ccco1
→ 15	1	1	x	0	0.9	-5	4	7
43. CCOc1ccc(NC(=O)C2=C(C)C(=O)OC23CCC(C)CC3)cc1 (stereo not drawn)
→ 69*	5	-6	9	6	0.3	-7	6	13
44. CN(CC(=O)Nc1ccncc1)S(=O)(=O)c1ccccc1
→ 63*	7	-5	-1	-7	0.4	-10	4	13
45. O=C(c1cnn2cccnc12)N1CCN(Cc2ccc3c(c2)OCO3)CC1
→ -4	-3	2	4	-4	1	-1	1	14
46. COc1ccc(/C=C/C(=O)c2sc(-c3ccc(Cl)cc3)nc2C)cc1
→ 45	3	-4	x	-6	0.6	-20	6	-13
47. CCCn1c(=O)c2ccccc2n2c(SCC(=O)/C(C#N)=C(\C)N)nnc12
→ 14	-6	4	-5	-4	0.9	-8	5	0
48. COc1ccccc1C(OC(=O)c1cccs1)C(=O)NCc1ccco1 (stereo not drawn)
→ 40	2	-4	4	-1	0.6	-11	-1	0
49. CC1=C(C(=O)OC(C)C)C(c2ccc(N(C)C)cc2)C2=C(CC(C)(C)CC2=O)N1 (stereo not drawn)
→ 12	11	-13	5	-11	0.9	-9	-4	-4
50. COC(=O)c1c(O)c2ccccc2[nH]c1=O
→ 2	-7	8	2	-8	1	-7	5	5

Quoted at random: 2 records from the list, in no set order.
Below each compound: CYP2C9 inh	LYP inh 2	LYP act	Candida biofilm	EphB4 ephrin blk	CYP2C9 act	PLK1 inh	HIV Rev-RRE inh	PLK1 PBD inh
48. COc1ccccc1C(OC(=O)c1cccs1)C(=O)NCc1ccco1 (stereo not drawn)
→ 40	2	-4	4	-1	0.6	-11	-1	0
44. CN(CC(=O)Nc1ccncc1)S(=O)(=O)c1ccccc1
→ 63*	7	-5	-1	-7	0.4	-10	4	13

Results in PLK1 inh, for 6 of the compounds above:
No. | SMILES | PLK1 inh
15 | O=C(Nc1ccc(S(=O)(=O)Nc2nccs2)cc1)c1cc(-c2ccccc2Cl)nc2ccccc12 | -18
2 | O=C(Nc1ccc2c(c1)OCO2)c1cccc(Cl)c1 | -2
34 | CCOC(=O)c1c(C)nc2sc3c(=O)n(-c4ccc(C(C)=O)cc4)nnc3c2c1-c1ccc(OC)cc1 | 3
14 | CC(C)n1cnc2cc(NCc3ccco3)ccc21 | -13
30 | CC(=O)c1sc(NC(=O)CN2C(=O)CCC2=O)nc1C | -19
10 | COc1ccccc1N1CCN(Cc2ccc(O)c3ncccc23)CC1 | 21

The listing continues:
Below each compound: CYP2C9 inh	LYP inh 2	LYP act	Candida biofilm	EphB4 ephrin blk	CYP2C9 act	PLK1 inh	HIV Rev-RRE inh	PLK1 PBD inh
51. CCSC1(SCC)N=C(N)C2(C#N)C(c3ccc(F)cc3)C12C#N (stereo not drawn)
→ 58*	7	-5	-5	11	0.4	-5	13	-9
52. CCCn1nnc(NC(=O)c2cc(Br)ccc2OC)n1
→ -260	3	-6	0	-7	3.6*	-2	2	7
53. Cc1oc2nc(SCC(=O)NCCCO)nc(N)c2c1C
→ 12	1	-3	4	-2	0.9	-7	6	-3
54. CC1(C)CC(=O)C2=C(C1)Oc1ncn(CCCn3ccnc3)c(=N)c1C2c1ccccc1 (stereo not drawn)
→ 90*	-2	0	x	0	0.1	-7	5	12
55. COc1ccccc1C=NC(CO)C(O)c1ccc([N+](=O)[O-])cc1 (stereo not drawn)
→ 7	-8	7	7	-3	0.9	-7	-2	-2
56. O=c1[nH]c2ccc(S(=O)(=O)N3CCCCC3)cc2[nH]1
→ -19	10	-9	3	-2	1.2	-10	5	5
57. CCOC(=O)N1CCN(c2c(-c3ccc(C(C)C)cc3)c(=O)c2=O)CC1
→ 7	-8	6	11	-1	0.9	-8	8	17
58. O=C(O)c1ccn(Cn2cnc3ccccc32)n1
→ -7	-2	0	9	-1	1.1	-5	3	-13
59. O=C(c1ccco1)N1CCN(Cc2cccc(F)c2)CC1
→ -2	-18	13	2	-10	1	-7	0	10
60. COC(=O)c1ccc(NC(=O)CN(c2ccc(OC)cc2)S(C)(=O)=O)cc1
→ 67*	16	-16	-1	4	0.3	-7	6	7
61. O=C(CCN1C(=O)c2ccccc2C1=O)N1CCC(c2ccccc2)C1 (stereo not drawn)
→ -12	-13	8	4	1	1.1	-11	9	22
62. C=CCn1c(SCC(=O)Nc2cccc(C)c2)nnc1-c1cnccn1
→ 53*	2	-5	1	0	0.5	-20	1	-33

Rows were taken by chance, and some 20% of all compounds hit somewhere here.
